Screens from PubChem BioAssay.
Tb MetRS inh – blocks T. brucei methionyl-tRNA synthetase activity; hit rate 0.4% among 360,000; inhibition, % at 11.9 µM; purified T. brucei MetRS, ATP depletion, Kinase-Glo luminescence;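 active = inhibition above a per-plate cutoff of the control wells' mean inhibition plus 3 SD, cut at about 5.5% in these data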;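 note: 0% = DMSO wells median and 100% = median of wells with control inhibitor compound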
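Material: parasite MetRS enzyme / Replication: singlicate, one well per compound / Signal: luminescence of leftover ATP / Schedule: 2 h aminoacylation at 25 °C after 15 min preincubation / Medium: HEPES-MgCl2-KCl buffer plus DTT, spermine, BSA, pyrophosphatase / Doses: 11.9 µM single point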
CSN inh – inhibitors of human CSN-mediated cullin deneddylation | Purified CSN, SCF-Nedd8-OG deneddylation, fluorescence polarization | inhibition, % at 12.5 µM | AID 651999 | hit rate 0.38% among 360,000 | Q92905;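 active = pattern-corrected inhibition above about 35%, with an unprinted fluorescence ratio check between 0.5 and 1.5, limit read from the data, passing the limit was not always enough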;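 note: 0% = enzyme with substrate and 100% = substrate without enzyme; some results filed as inactive read as strong as hits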
Target sequence (Q92905 whole entry, looked up, one chain of several): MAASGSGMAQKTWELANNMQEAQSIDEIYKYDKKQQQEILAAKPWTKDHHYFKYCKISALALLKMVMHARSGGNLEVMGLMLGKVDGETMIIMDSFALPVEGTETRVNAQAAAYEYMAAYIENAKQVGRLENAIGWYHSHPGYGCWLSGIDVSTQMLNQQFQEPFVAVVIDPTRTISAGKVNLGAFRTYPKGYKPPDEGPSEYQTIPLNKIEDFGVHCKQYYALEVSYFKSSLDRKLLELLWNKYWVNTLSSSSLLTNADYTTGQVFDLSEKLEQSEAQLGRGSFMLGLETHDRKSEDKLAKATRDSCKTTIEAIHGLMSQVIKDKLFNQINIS
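test system = HEK293T-derived human Csn5 enzyme | amount = 0.24 nM Csn5 enzyme, final concentration | medium = Tris/NaCl/DTT buffer, pH 7.5 | schedule = 90 min reaction at room temperature | signal = FP | evaluation = inhibition of Csn5 cleavage, % | compound dosing = single dose of 12.5 µM compound with 0.25% DMSO | probe or stimulus = 10 nM SCFSkp2-Nedd8OG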
Scp1 inh – Scp-1 (human) phosphatase inhibition; Q9GZU7; Recombinant Scp1, phosphopeptide, malachite green phosphate absorbance; inhibition, % at 20 µM; hit rate 0.88% among 340,000;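 active = inhibition above about 50% at 20 µM, limit read from the data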;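 note: plate controls were DMSO wells with enzyme for no effect and wells lacking enzyme for full effect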
Target sequence (Q9GZU7 76-261 limits assumed): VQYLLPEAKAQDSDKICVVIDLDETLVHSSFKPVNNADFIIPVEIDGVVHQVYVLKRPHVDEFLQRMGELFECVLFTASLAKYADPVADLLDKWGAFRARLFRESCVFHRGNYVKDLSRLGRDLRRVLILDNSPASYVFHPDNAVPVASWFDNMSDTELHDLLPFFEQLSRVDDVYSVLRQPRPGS
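Test system: SCP-1 phosphatase catalytic domain, residues 76-261 | Compound dosing: One concentration, 20 µM, with 1.0% DMSO | Schedule: 45 min room-temperature reaction, 5 min colour, 30 min stabiliser | Detection: Absorbance at 630 nm | Read-out basis: % inhibition of SCP-1 phosphate liberation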
LMPTP inh – LMPTP (human) inhibition. recombinant LMPTP-A, OMFP fluorogenic substrate, fluorescence intensity. P24666. inhibition, % at 20 µM. AID 651560. hit rate 0.22% among 360,000;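 active = compounds that cut the enzyme signal by at least half of the control window in the single-dose screen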;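 note: plate controls were DMSO wells with enzyme plus substrate for no effect and substrate without enzyme for full effect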
Target sequence (P24666 whole entry, looked up): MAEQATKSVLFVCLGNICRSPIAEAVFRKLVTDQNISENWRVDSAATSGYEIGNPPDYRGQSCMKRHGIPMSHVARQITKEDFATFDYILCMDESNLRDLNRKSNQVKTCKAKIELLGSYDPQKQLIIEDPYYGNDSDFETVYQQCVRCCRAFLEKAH
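test system = LMPTP-A | amount = 0.625 nM LMPTP-A final | reagent = fluorogenic phosphatase substrate OMFP at 400 µM final | incubation = 50 min at room temperature | benchmarks = no-enzyme low control, uninhibited high control | medium = Bis-Tris pH 6.0, DTT, detergent | signal = fluorescence intensity of OMFP turnover product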
SUMO1 PPI mod – SUMO1-SIM interaction modulation; SUMO1 binding to a labelled peptide, TR-FRET, 1 h; inhibition, % at 20 µM; hit rate 0.33% among 360,000; AID 602429; in the data active = inhibition above about 37%
NadD block – NadD (S. aureus) enzyme inhibition. inhibition, % at 20 µM. hit rate 0.78% among 360,000. purified NadD enzyme, colorimetric absorbance read-out; in the data active = inhibition above about 26%; note: some compounds past the cut are filed as inactive
STEP inh – inhibitors of human striatal-enriched phosphatase STEP. recombinant STEP, OMFP fluorogenic substrate, fluorescence. inhibition, % at 20 µM. hit rate 0.25% among 360,000;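 active = inhibition at 20 µM, scaled per plate between control wells, above about 37%, limit read from the data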;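 note: 0% = DMSO with enzyme and substrate and 100% = substrate only without enzyme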
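Assay system: isolated STEP enzyme / Timing: 20 min at room temperature, dark / Doses: 20 µM, 1% DMSO / Technique: fluorescence intensity, excitation 480 nm, emission 540 nm / Reagent: fluorogenic phosphatase substrate OMFP at 25 µM final / Measure: percent inhibition scaled to no-enzyme and uninhibited-enzyme controls, plate-pattern corrected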
Rpn11 block – Rpn11 (human) deubiquitinase inhibition; O00487; human 26S proteasome, Ub4-pepOG fluorescence polarization; 20S core pre-blocked with epoxomicin; hit rate 0.59% among 360,000; calls only at 20 µM; AID 588493;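 active = inhibition at 20 µM, scaled to each plate's controls, above about 33%, limit read from the data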
Target sequence (O00487 whole entry, looked up): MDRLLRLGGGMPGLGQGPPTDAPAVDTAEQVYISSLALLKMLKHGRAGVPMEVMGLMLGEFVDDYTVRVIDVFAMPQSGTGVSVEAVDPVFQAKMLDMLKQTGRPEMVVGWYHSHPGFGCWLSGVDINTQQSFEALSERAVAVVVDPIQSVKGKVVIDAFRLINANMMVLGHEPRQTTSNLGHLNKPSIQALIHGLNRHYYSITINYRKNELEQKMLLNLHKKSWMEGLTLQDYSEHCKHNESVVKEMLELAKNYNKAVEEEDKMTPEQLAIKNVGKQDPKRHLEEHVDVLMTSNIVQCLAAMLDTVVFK
PABP1 MLLE inh – blocks PAM2 peptide binding to the PABP1 MLLE domain. inhibition, % at 20 µM. GST-MLLE / FITC-PAM2 fluorescence polarization. hit rate 0.36% among 360,000. P11940; in the data active = inhibition above about 35%, passing the limit was not always enough;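 note: plate controls were DMSO wells with GST-MLLE for no effect and wells lacking GST-MLLE protein for full effect; some results filed as inactive read as strong as hits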
DNMT1 block – DNMT1 (human) enzyme inhibition; DNMT1 molecular beacon, Hinp1I cleavage, fluorescence; inhibition (reported as % activation of signal), % at 10 µM; hit rate 0.83% among 360,000; in the data active = inhibition above about 50%
* = called active by the depositor; i = inactive; x = no result given.

structure	Tb MetRS inh	CSN inh	Scp1 inh	LMPTP inh	SUMO1 PPI mod	NadD block	STEP inh	Rpn11 block	PABP1 MLLE inh	DNMT1 block
CCC(C)c1ccc(NC(=O)COC(=O)CCNC(=O)c2ccco2)cc1 (centres undefined)	0.1	-5	-5	-0.4	-4	0	-1	i	-10	2
CC(NC(=O)C1CCCC1)c1ccc2c(c1)OCCO2 (centres undefined)	0.0	0	-7	-0.9	0	-9	1	i	-2	3
OC(Cn1cncn1)(Cn1cncn1)c1ccc(F)cc1F	-1.5	-8	-6	-0.9	-4	-2	-3	i	2	1
CC1C(=O)N2CCCc3cc(NC(=O)COc4ccc(Cl)cc4)cc1c32 (centres undefined)	-0.3	0	-10	0.9	1	5	0	i	8	-3
Cc1nc(N)c(Cc2ccccc2F)c(N)n1	-0.3	-8	-2	5.6	2	-3	-3	i	5	-2
CC(C)[C@H](NS(=O)(=O)c1ccccc1)C(=O)OCC(=O)Nc1ccccc1Sc1ccccc1	-0.9	-6	6	3.6	-1	-3	-2	i	-1	-10
Cc1cc(C)nc(NS(=O)(=O)c2ccc(N3C(=O)C4CC=C(Cl)CC4C3=O)cc2)n1 (centres undefined)	0.4	0	-2	-2.9	8	-4	0	i	5	-1
COc1cccc(NC(=O)NC2CCCCC2C)c1 (centres undefined)	-0.8	0	5	0.3	0	4	-2	i	-7	5
CCOC(=O)CC1=C(C(=O)OCC)C(c2ccncc2)C(C#N)=C(N)O1 (centres undefined)	-1.3	-1	-5	-0.2	-1	-4	0	i	13	0
Nc1nc2c(c(=O)[nH]1)C(c1ccccc1)C1=C(N2)c2ccccc2C1=O (centres undefined)	1.1	-1	-4	9.0	-14	0	1	i	-3	0
CN1CCc2c(sc3c2c(NCc2ccco2)nc2nnnn23)C1	0.3	4	1	25	9	17	1	i	-16	11
CCOC(=O)c1cnc(-c2ccccc2)nc1N	-0.9	-3	-2	1.0	-3	9	-8	i	6	4
O=C(O)CC(NC(=O)c1ccncc1)c1ccccc1 (centres undefined)	-0.5	2	-4	-0.7	0	-7	0	i	0	1
CC(=O)N/C(=C\c1ccccc1)C(=O)OCc1cccc(S(=O)(=O)N(C)C)c1	-1.1	5	-8	0.1	-1	-1	1	i	-25	-8
CCc1ccc(C2CC(c3ccc(Cl)cc3)n3nc(N)nc3N2)cc1 (centres undefined)	0.3	18	41	0.6	3	5	0	i	2	-3
N[C@@H](Cc1ccccc1)c1nnc2sc(SCc3ccccc3)nn12	0.2	0	-2	-0.9	3	5	5	i	19	1
O=C(O)c1ccc(-c2ccc(OS(=O)(=O)c3ccccc3F)cc2)cc1	0.8	4	-5	-0.5	4	-3	1	i	-2	1
CCOc1ccc(OCCC(=O)OCC(=O)Nc2ccc(Cl)cn2)cc1	-0.6	2	6	0.7	10	0	0	i	-20	2
CN(C)S(=O)(=O)c1cccc(COc2cccnc2[N+](=O)[O-])c1	0.4	4	-10	0.3	-23	-11	2	i	-22	-5
Cc1ccsc1C1C(C#N)=C(N)OC2=C1C(=O)CC(C)C2 (centres undefined)	-0.9	-6	6	0.9	1	-7	0	i	22	6
Cc1c(C)c2ccc(OCC(=O)N(C)C3CCS(=O)(=O)C3)c(C)c2oc1=O (centres undefined)	-0.2	7	-3	-0.1	0	-7	-2	i	-12	1
O=C(CCC1CCCN(C(=O)c2ccncc2)C1)NCc1ccc(F)c(F)c1 (centres undefined)	0.2	-10	3	0.7	7	2	-1	i	4	1
COc1ccccc1C(=O)NC(CCSC)C(=O)OCC(=O)NC(=O)NCc1ccco1 (centres undefined)	-2.5	0	15	0.1	-2	2	-2	i	-12	-1
Cc1ncc(CO)c(/C=N/NC(=O)c2cc3c(s2)CCCC3)c1O	-0.9	11	-11	2.5	-10	0	1	i	-11	1
O=C(CN(Cc1cccs1)S(=O)(=O)c1ccc(S(=O)(=O)N2CCCCC2)cc1)Nc1ccccc1	-0.3	5	4	0.7	1	5	-1	i	-1	5

More structures follow:
structure	Tb MetRS inh	CSN inh	Scp1 inh	LMPTP inh	SUMO1 PPI mod	NadD block	STEP inh	Rpn11 block	PABP1 MLLE inh	DNMT1 block
COc1ccc(/C=N/NC(=O)c2cnccn2)c(OC)c1OC	-0.9	4	-8	-2.0	6	-3	-4	i	-3	2
COCc1[nH]nc2c1C(c1ccccc1F)C(C#N)=C(N)O2 (centres undefined)	-1.6	5	3	0.8	-1	2	1	i	1	-4
O=C(NN=C1CCCCCCCCCCC1)c1ccccc1F	-0.4	-1	8	-2.3	-4	2	1	i	-2	4
COc1cc(C=O)cc(Br)c1OCC(N)=O	-0.5	-1	-6	0.0	2	-3	4	i	-8	1
CCCCn1cnc2c(SCc3ccccn3)nc(N)nc21	-0.2	2	-8	1.0	1	-5	3	i	4	1
CCCc1nc2c3ccccc3ccn2c1Cc1cccc(Cl)c1	0.3	8	x	3.7	1	-2	-1	i	-16	10
CC(C)CNc1ncnc2c1cnn2Cc1ccccc1Cl	0.2	3	-2	-1.4	-2	-1	-4	i	-10	-1
C=CCNC(=O)CSc1nnc(-c2cccc(S(=O)(=O)N3CCOCC3)c2)o1	-0.4	-2	x	-0.5	-1	3	1	i	13	2
O=C(COC(=O)CC1CC2CCC1C2)Nc1cccc(S(=O)(=O)NC2=NCCCCC2)c1 (centres undefined)	0.1	-8	-3	1.2	-2	-5	-2	i	1	-1
Cc1sc2c(c1C)CN(C(C)(C)C)CN2C(=O)c1ccccc1	0.1	8	-5	0.4	-2	-2	-2	i	0	-3
CCCCCC(=O)Nc1cc(S(=O)(=O)N2CCCCC2)ccc1N1CCCCC1	-0.3	-6	-1	6.5	-1	2	6	i	-2	-2
COc1ccc(C(=O)O/N=C(\N)c2ccncc2)cc1OC	0.3	-3	-3	-2.5	1	-2	0	i	20	-5
C[C@@H]1CN([C@H](C)CO)C(=O)CCCn2nncc2CO[C@@H]1CN(C)C(=O)C1CCCCC1	-1.4	3	x	-7.7	1	6	2	i	25	7
Cc1cc(C)c(S(=O)(=O)c2ccccc2C)c(Oc2ccccc2)n1	-0.7	-2	-14	1.3	1	-11	-1	i	3	-1
CN(C)Cc1c(C(=O)N/N=C/c2ccc(OCc3c(F)cccc3Cl)cc2)nnn1-c1nonc1N	-0.1	3	-12	6.4	-1	12	0	i	-1	-12
O=c1c2ccccc2oc2c1ccc1ccccc12	0.6	2	-12	1.0	-8	-3	3	i	-12	17
CCN(CC)C(=O)C1=C(C)NC(=S)NC1c1ccc(C)s1 (centres undefined)	-0.9	2	1	-1.0	-1	-3	2	i	-90	1
Cc1ccccc1C(=O)N1CCC(C(=O)NC2CCCCCC2)CC1	-0.8	2	-1	-3.4	4	-1	-2	i	-20	0
O=C(COC(=O)CCc1nc2ccccc2c(=O)[nH]1)Nc1ccccc1Cl	0.4	0	1	-0.7	7	-5	-2	i	-29	23
CCOC(=O)c1ccc(Oc2nc(N(C)C)nc(N3CCOCC3)n2)cc1	-0.3	3	-1	-0.5	2	-2	-1	i	-8	-1
Cc1ccc(C(=O)NCC(=O)NCC(=O)OCc2ccc(Oc3ccc([N+](=O)[O-])cc3)cc2)cc1	0.3	1	-5	2.2	-18	-7	-3	i	3	-10
CCOC(=O)c1c(S(=O)(=O)NCC(=O)N2CCN(c3ccccc3OC)CC2)c(C)n(C)c1C	-0.3	-3	-7	-0.3	1	-4	2	i	7	0
CC(=O)N(C)c1ccc(OCC(O)CN(Cc2ccco2)S(=O)(=O)c2ccc(C)cc2)cc1 (centres undefined)	-0.5	-2	-7	0.5	-1	-5	-2	i	-3	-5
COc1cc(Cl)c(C)cc1NC(=O)CCN1C(=O)NC(C)(C)C1=O	0.0	1	-3	-1.2	-2	-6	1	i	5	-1
Nc1nnc(N)c2ccccc12	-0.2	-2	-6	-13	-5	-4	3	i	5	1

An excerpt taken from the entries so far:
structure	Tb MetRS inh	CSN inh	Scp1 inh	LMPTP inh	SUMO1 PPI mod	NadD block	STEP inh	Rpn11 block	PABP1 MLLE inh	DNMT1 block
COc1cc(Cl)c(C)cc1NC(=O)CCN1C(=O)NC(C)(C)C1=O	0.0	1	-3	-1.2	-2	-6	1	i	5	-1
Nc1nnc(N)c2ccccc12	-0.2	-2	-6	-13	-5	-4	3	i	5	1

(more compounds)
structure	Tb MetRS inh	CSN inh	Scp1 inh	LMPTP inh	SUMO1 PPI mod	NadD block	STEP inh	Rpn11 block	PABP1 MLLE inh	DNMT1 block
Cc1ccc(C(=O)Cn2cncn2)cc1	-1.0	-2	-5	-1.4	6	-4	1	i	0	-1
CC(C(=O)Nc1ccc(S(=O)(=O)N2CCCC2)cc1)N1CCc2ccccc2C1 (centres undefined)	-0.4	4	3	0.1	-2	1	1	i	-14	-5
COc1ccc(-n2c(SCC(=O)Nc3ccccc3OC)nc(O)c(Cc3ccccc3)c2=O)cc1	0.8	4	-2	2.3	20	3	2	i	34	1
CCC1(c2ccccc2)NC(=O)N(CC(=O)Nc2ccc3c(c2)CCC3)C1=O (centres undefined)	-0.3	1	x	1.9	-3	-3	2	i	-8	0
Cc1cccc(Cn2c(N3CCN(C)CC3)nc3c2c(=O)[nH]c(=O)n3C)c1	-2.6	-4	-12	-4.2	-5	-8	-2	i	-10	5
CC(=O)c1c(C)[nH]c(C(=O)OCC(=O)Nc2ccc(C)cc2[N+](=O)[O-])c1C	-0.9	1	1	1.7	-3	-1	2	i	-6	0
COc1ccc(CCNC(=O)CN2CCN(c3ccccc3Cl)CC2)cc1	-0.5	-1	-5	0.1	4	-7	-1	i	-13	2
CCN1CCN(C(=O)c2ccccc2N(C)S(=O)(=O)c2ccc(C)cc2)CC1	-0.2	0	-6	0.3	1	-7	-2	i	3	-2
COC(=O)N/N=C/c1ccccc1Cl	-0.5	-5	3	1.2	-1	-4	-4	i	7	2

Look-ups from the entries so far:
Cc1cccc(Cn2c(N3CCN(C)CC3)nc3c2c(=O)[nH]c(=O)n3C)c1 – LMPTP inh: -4.2
Cc1c(C)c2ccc(OCC(=O)N(C)C3CCS(=O)(=O)C3)c(C)c2oc1=O (centres undefined) – LMPTP inh: -0.1
Nc1nnc(N)c2ccccc12 – DNMT1 block: 1
